Compound activity from PubChem BioAssay.
E-selectin induc = E-selectin induction on HUVECs; HUVEC E-selectin immunofluorescence imaging; normalized: neutral wells 0, TNF-alpha wells 100; P16581; 260,000 tested, 0.37% active; activation, % at 7.58 µM;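 active means mean E-selectin-positive cell signal at least 10% of the positive control, reached in at least 60% of replicates, without over 20% cell loss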;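 further: in these data hits start at about 27%; measured in HUVEC primary endothelial cells; signal is the percent of cells scored E-selectin positive by PE staining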
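assay system = HUVEC, human umbilical vein endothelial cells | input = 3,000 HUVEC seeded per well | medium = EGM-2 growth medium on 0.1% gelatin-coated wells | dosing = one compound dose added by pin transfer | signal = immunofluorescence imaging | read-out basis = % PE-positive cells | control set = TNF-alpha, DMSO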
ERAP1 inh = ERAP1 (human) enzyme inhibition. Q9NZ08. recombinant ERAP1, Leu-AMC fluorescence, 60 min. inhibition, % at 10.7 µM. 340,000 tested, 0.15% active. AID 652197;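 active means mean replicate inhibition of at least 30%, or all replicates individually reaching that 30% level; inactive means mean below 30% and not every replicate reaching it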;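 further: 0% = neutral control wells and 100% = L-leucinethiol positive control wells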
S100A4 MyoIIA = S100A4-myosin IIA interaction inhibition; S100A4/TAMRA-MyoIIA peptide fluorescence polarization; inhibition, % at 10.7 µM; 360,000 tested, 0.14% active;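 active means mean inhibition of at least 70% across replicates, with every replicate also reaching that level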
Target sequence (P26447 whole entry, looked up): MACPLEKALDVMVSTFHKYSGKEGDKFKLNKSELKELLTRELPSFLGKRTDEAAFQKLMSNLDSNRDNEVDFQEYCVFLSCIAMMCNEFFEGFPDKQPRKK
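Material: S100A4 monomer (human). Medium: Calcium-containing HEPES buffer, pH 7.2. Probe or stimulus: labelled myosin peptide probe, 5 nM. Compound dosing: one concentration per compound. Timing: polarization read 5 min after assay mix addition, stable 5–60 min. Benchmarks: DMSO as neutral control, TFP as positive control.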
RAD54 inh = blocks human RAD54 Holliday junction branch migration | Q92698 | FAM/BHQ fluorescence | 360,000 tested, 0.14% active | inhibition, % at 10.4 µM | AID 602329;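 active means mean normalized replicate activity at least 40 and at least half of replicates scoring 40 or more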;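 further: 0% = median of neutral control wells and 100% = median of positive control wells; inhibitors cause a drop in the FAM fluorescence signal; in these data hits start at about 50%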
esBAF inh = SWI/SNF esBAF complex inhibition; mouse ES cells, Bmi1-luciferase knock-in reporter, 24 h; 100% = twice the neutral-well signal; reporter increase, % at 12.5 µM; 350,000 tested, 2% active; AID 602393; in the data active means activation above about 40%;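 further: 0% = median of the plate's neutral control wells and 100% = double that signal; a rise in the Bmi1 reporter signal indicates esBAF inhibition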
XiGFP reactiv = activators of X-chromosome reactivation in mouse fibroblasts; activation, % at 7.58 µM; AID 743238; XiGFP mouse fibroblasts, % GFP-positive cells imaging, 3 d; cells co-treated with 5-aza-dC sensitizer; scaled so ellipticine positive control = 100%; 360,000 tested, 0.055% active;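 active means mean normalized replicate activation at least 10% and every replicate at or above 10%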;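 further: 0% = median of on-plate neutral control wells and 100% = ellipticine 6 µM median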
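Material: SV40-immortalized XiGFP fibroblast cells, line 68-5-11 | Buffer or medium: DMEM containing 5-aza-dC | Dosing: One concentration, pinned | Times: 3 d treatment, 15 min room-temperature fixation | Controls: Ellipticine 6 µM positive control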
ERp5 inh = blocks human ERp5 reductase activity on insulin; Q15084; ERp5 insulin aggregation, absorbance 650 nm, 90 min; inhibition, % at 9.99 µM; 350,000 tested, 0.05% active;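 active means mean replicate inhibition above about 25%, with every replicate also reaching it, limit read from the data, passing the limit was not always enough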
Target sequence (Q15084 whole entry, looked up): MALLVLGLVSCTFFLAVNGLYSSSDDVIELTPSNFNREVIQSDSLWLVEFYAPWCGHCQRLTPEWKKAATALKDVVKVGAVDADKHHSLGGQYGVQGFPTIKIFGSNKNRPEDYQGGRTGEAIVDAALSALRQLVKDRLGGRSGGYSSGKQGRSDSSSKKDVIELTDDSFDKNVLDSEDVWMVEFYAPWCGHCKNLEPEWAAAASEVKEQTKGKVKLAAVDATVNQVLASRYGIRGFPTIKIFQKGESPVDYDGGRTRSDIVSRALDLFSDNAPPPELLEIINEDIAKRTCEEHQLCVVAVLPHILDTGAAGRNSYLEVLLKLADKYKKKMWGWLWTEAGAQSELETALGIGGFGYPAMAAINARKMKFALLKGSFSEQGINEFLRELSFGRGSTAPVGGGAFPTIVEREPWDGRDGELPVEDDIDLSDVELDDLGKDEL
RAD52 inh = RAD52 (human) annealing inhibition; recombinant RAD52 DNA annealing, FRET fluorescence; inhibition, % at 18.7 µM; 360,000 tested, 0.46% active; AID 651710;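 active means every replicate showing at least 50% inhibition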
Target sequence (P43351 whole entry, looked up): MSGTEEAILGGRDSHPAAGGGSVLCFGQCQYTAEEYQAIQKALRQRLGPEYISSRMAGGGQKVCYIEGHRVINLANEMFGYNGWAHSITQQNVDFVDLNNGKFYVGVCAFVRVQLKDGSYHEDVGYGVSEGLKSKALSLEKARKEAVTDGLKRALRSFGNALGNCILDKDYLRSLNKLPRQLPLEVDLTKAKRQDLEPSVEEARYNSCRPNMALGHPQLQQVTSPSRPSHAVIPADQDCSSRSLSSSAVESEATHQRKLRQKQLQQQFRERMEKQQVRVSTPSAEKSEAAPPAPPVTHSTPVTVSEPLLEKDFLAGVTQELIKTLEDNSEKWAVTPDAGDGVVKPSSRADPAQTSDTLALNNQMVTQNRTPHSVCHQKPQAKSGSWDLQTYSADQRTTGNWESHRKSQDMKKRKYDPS
Active calls of the source: *.

Cn1c(=O)[nH]c(=O)c2cc(C(=O)c3cc(F)ccc3O)cnc21 was read as E-selectin induc 0.6, ERAP1 inh 6, S100A4 MyoIIA 3, XiGFP reactiv 0.0, ERp5 inh -2 and RAD52 inh -51.
`CC(=O)N1CCOCCOCCN(C(C)=O)CCOCCOCC1` gave ERAP1 inh 0, S100A4 MyoIIA -1, XiGFP reactiv 0.4, ERp5 inh 1 and RAD52 inh -18.
For O=C(C1CCCC1)N1CC(=O)N2[C@H](CO)[C@@H](c3ccc(-c4cccnc4)cc3)[C@@H]2C1 the results were E-selectin induc -0.6, ERAP1 inh 2, S100A4 MyoIIA -2, XiGFP reactiv 0.1, ERp5 inh 6 and RAD52 inh -12.
Cn1c(CC(=O)Nc2ccc(F)cc2)nnc1SCC(=O)Nc1nncs1 was read as ERAP1 inh -4, S100A4 MyoIIA -3, RAD54 inh -25, esBAF inh -5, XiGFP reactiv -0.1, ERp5 inh 3 and RAD52 inh -14.
For COc1ccc(NC(=O)Nc2ccc3c(c2)C(=O)N([C@H](C)CO)C[C@H](C)[C@H](CN(C)C(=O)NC2CCCCC2)OCCCC[C@H](C)O3)cc1 the results were E-selectin induc 0.0, ERAP1 inh 0, S100A4 MyoIIA 10, RAD54 inh -6, esBAF inh 8, XiGFP reactiv -0.6, ERp5 inh -2 and RAD52 inh -11.
`O=C(N/N=C/C1C(c2ccccc2)C1(Cl)Cl)c1cccc(Cl)c1` (configuration not stated) gave ERAP1 inh -3, S100A4 MyoIIA 8, RAD54 inh -1, XiGFP reactiv -0.1, ERp5 inh -1 and RAD52 inh -29.
Screening C[C@@H]1CCCCO[C@H](CN(C)Cc2ccncc2)[C@@H](C)CN([C@@H](C)CO)C(=O)c2cc(NS(=O)(=O)c3cccs3)ccc2O1 returned E-selectin induc -0.1, ERAP1 inh 1, S100A4 MyoIIA -19, RAD54 inh -3, esBAF inh 1, XiGFP reactiv -0.1, ERp5 inh 4 and RAD52 inh 0.
Screening Cc1cc(SCC(=O)NC2CCCC2)nc2ccccc12 returned E-selectin induc -0.3, ERAP1 inh 3, S100A4 MyoIIA -1, RAD54 inh 11, esBAF inh -8, XiGFP reactiv 0.0, ERp5 inh 2 and RAD52 inh -13.
Screening CC(C)NC(=O)Nc1ccc2c(c1)C(=O)N([C@@H](C)CO)C[C@@H](C)[C@@H](CN(C)S(=O)(=O)c1cccs1)OCCCC[C@H](C)O2 returned ERAP1 inh 2, S100A4 MyoIIA 7, RAD54 inh 10, esBAF inh 2, XiGFP reactiv 0.0, ERp5 inh 4 and RAD52 inh 10.
CCOc1c(Cl)cc(C(=O)Nc2cccc(C(=O)O)c2)cc1Cl was read as E-selectin induc 0.1, ERAP1 inh -20, S100A4 MyoIIA -2, XiGFP reactiv 0.1, ERp5 inh 1 and RAD52 inh -5.
CC(C)(C)S(=O)(=O)c1cnc2c(S(=O)(=O)c3ccccc3)cnn2c1N was read as ERAP1 inh -1, S100A4 MyoIIA 8, RAD54 inh 0, esBAF inh -5, XiGFP reactiv 0.0, ERp5 inh 4 and RAD52 inh -3.
Screening OC[C@@H]1[C@@H](c2ccc(C#CC3(O)CCCC3)cc2)[C@H]2CN(Cc3cncnc3)CCCCN12 returned E-selectin induc -0.3, RAD54 inh 1, esBAF inh -3 and XiGFP reactiv 0.2.
CC(C)COc1ccc(C(=O)OCC(=O)NCCC2=CCCCC2)cc1 was read as E-selectin induc -0.5, ERAP1 inh -2, S100A4 MyoIIA 6, RAD54 inh -5, esBAF inh 0, XiGFP reactiv 0.0, ERp5 inh -1 and RAD52 inh -12.
O=C(Nc1cccnc1)c1cc(-c2ccc(Cl)cc2)on1 was read as ERAP1 inh -2, S100A4 MyoIIA -4, esBAF inh 15, XiGFP reactiv -0.3, ERp5 inh 1 and RAD52 inh -8.
C[C@@H]1CCCCO[C@H](CN(C)C(=O)Cc2ccccc2)[C@H](C)CN([C@@H](C)CO)C(=O)c2cc(NS(=O)(=O)c3cn(C)cn3)ccc2O1 was read as E-selectin induc -0.2, ERAP1 inh 0, S100A4 MyoIIA -8, RAD54 inh -19, esBAF inh 9, XiGFP reactiv 0.1, ERp5 inh -5 and RAD52 inh -12.
Screening Cc1cc(C)c(C)c(S(=O)(=O)NCC(=O)Nc2ccc(F)cc2)c1C returned E-selectin induc 0.0, ERAP1 inh -1, S100A4 MyoIIA -12, RAD54 inh 1, esBAF inh 5, XiGFP reactiv 0.0, ERp5 inh -2 and RAD52 inh -27.
`COc1ccc(OC)c(C(=O)COC(=O)c2ccc([N+](=O)[O-])o2)c1` gave E-selectin induc -1.0, ERAP1 inh -2, S100A4 MyoIIA -5, RAD54 inh 1, esBAF inh -8, XiGFP reactiv 0.1, ERp5 inh 2 and RAD52 inh -5.
COc1cc(CNCCCN2CCOCC2)c(Br)cc1OCC(=O)Nc1ccccc1C was read as E-selectin induc 5.5, ERAP1 inh 2, S100A4 MyoIIA 0, XiGFP reactiv 0.0, ERp5 inh 3 and RAD52 inh -17.
COc1ccc(S(=O)(=O)N2CCOC2CNC(=O)C(=O)NCc2cccnc2)cc1C (configuration not stated) was read as E-selectin induc 0.0, ERAP1 inh 0, S100A4 MyoIIA 3, RAD54 inh -8, esBAF inh 0, XiGFP reactiv 4.5, ERp5 inh 2 and RAD52 inh -15.
Screening COc1ccc(S(=O)(=O)Nc2ccc3c(c2)C(=O)N([C@H](C)CO)C[C@H](C)[C@@H](CN(C)C(=O)Cc2ccccc2)OCCCC[C@@H](C)O3)cc1 returned E-selectin induc -0.3, ERAP1 inh -1, S100A4 MyoIIA 20, RAD54 inh 5, esBAF inh -2, XiGFP reactiv -0.2, ERp5 inh -1 and RAD52 inh -14.
Screening COc1ccc(OCCOc2ccc(S(=O)(=O)N3CCCC3)cc2C(N)=O)cc1 returned ERAP1 inh -6, S100A4 MyoIIA -13, RAD54 inh 0, esBAF inh 2, XiGFP reactiv 0.1, ERp5 inh -6 and RAD52 inh -3.
`COc1ccc(OCCNS(=O)(=O)c2cccc([N+](=O)[O-])c2)cc1` gave ERAP1 inh 1, S100A4 MyoIIA 0, XiGFP reactiv 0.0, ERp5 inh 6 and RAD52 inh -11.
Screening CCN(CC)S(=O)(=O)c1ccc(-c2cn3ccccc3n2)cc1 returned E-selectin induc 0.1, ERAP1 inh 2, S100A4 MyoIIA 0, RAD54 inh 7, esBAF inh 32, XiGFP reactiv -0.2, ERp5 inh 2 and RAD52 inh -205.
For Cc1nn(-c2ccccc2)c2nc(N)c(C#N)c(-c3ccc(O)c(O)c3)c12 the results were E-selectin induc -0.1, ERAP1 inh -2, S100A4 MyoIIA -3, RAD54 inh 4, esBAF inh 6, XiGFP reactiv 0.0, ERp5 inh 5 and RAD52 inh -21.
For C#CCn1cc(/C=C2\NC(=O)NC2=O)c2ccccc21 the results were ERAP1 inh 2, S100A4 MyoIIA 2, XiGFP reactiv 0.0, ERp5 inh -1 and RAD52 inh -14.
For CCOCCc1c(O)nc(SC)[nH]c1=O the results were ERAP1 inh 1, S100A4 MyoIIA 0, XiGFP reactiv 0.1, ERp5 inh 3 and RAD52 inh -4.
`N#C[C@H]1[C@H](c2ccc(C#CC3CCCCC3)cc2)[C@@H](CO)N1C(=O)c1cccc(F)c1` gave E-selectin induc 0.2, ERAP1 inh 1, S100A4 MyoIIA -23, RAD54 inh -7, esBAF inh -2, XiGFP reactiv 0.0, ERp5 inh 4 and RAD52 inh -66.
CC(C)NC(=O)N(C)C[C@H]1OCCCC[C@H](C)Oc2ccc(NC(=O)C3CCCCC3)cc2C(=O)N([C@@H](C)CO)C[C@@H]1C was read as ERAP1 inh 0, S100A4 MyoIIA 11, RAD54 inh 9, XiGFP reactiv 0.5, ERp5 inh -1 and RAD52 inh -19.
`Cc1ccc(NC(=O)C2CCN(S(=O)(=O)c3ccc4c(c3)NC(=O)C(C)S4)CC2)cc1Cl` (configuration not stated) gave ERAP1 inh -2, S100A4 MyoIIA -20, RAD54 inh -3, esBAF inh -22, XiGFP reactiv 0.0, ERp5 inh -2 and RAD52 inh -196.
Screening COc1ccc(NC(=O)Nc2ccc3c(c2)C(=O)N([C@H](C)CO)C[C@H](C)[C@@H](CN(C)C(=O)Nc2ccc4c(c2)OCO4)OCCCC[C@H](C)O3)cc1 returned E-selectin induc -0.1, ERAP1 inh 1, S100A4 MyoIIA -3, RAD54 inh 5, esBAF inh -1, XiGFP reactiv -0.1, ERp5 inh -6 and RAD52 inh -19.
COc1ccc(C2CC(=O)C(C=NCCN3CCN(C(=S)Nc4ccccc4)CC3)=C(O)C2)cc1 (configuration not stated) was read as E-selectin induc 0.0, ERAP1 inh 5, S100A4 MyoIIA -8, XiGFP reactiv 0.0, ERp5 inh 1 and RAD52 inh -26.
For N#CC(CC(=O)c1ccc(Cl)cc1)c1ccccc1 (configuration not stated) the results were E-selectin induc 9.6, ERAP1 inh 3, S100A4 MyoIIA -4, XiGFP reactiv 0.2, ERp5 inh 0 and RAD52 inh -5.
For Cc1c([N+](=O)[O-])c([N+](=O)[O-])nn1CC(=O)N1CCCCC1 the results were E-selectin induc 5.2, ERAP1 inh -8, S100A4 MyoIIA -9, RAD54 inh 3, XiGFP reactiv -0.3, ERp5 inh 0 and RAD52 inh -6.
For CC(C)[C@H](NC(=O)c1ccccc1F)C(=O)OCC(=O)NC(=O)NC1CCCCC1 the results were ERAP1 inh 2, S100A4 MyoIIA -2, RAD54 inh -7, esBAF inh -22, XiGFP reactiv 0.7, ERp5 inh 9 and RAD52 inh -10.
For CCOc1cccc(CN2CCN(Cc3ccc(C)o3)C(CCO)C2)c1O (configuration not stated) the results were ERAP1 inh -1, S100A4 MyoIIA -1, RAD54 inh 2, esBAF inh -15, XiGFP reactiv 0.0, ERp5 inh -7 and RAD52 inh -3.
For CCCCCn1c(=O)[nH]c2cc(C(=O)NCCCN3CCCCC3CC)ccc2c1=O (configuration not stated) the results were ERAP1 inh -4, S100A4 MyoIIA -9, RAD54 inh -1, esBAF inh -11, XiGFP reactiv 0.1, ERp5 inh 2 and RAD52 inh -51.
`COc1ccc(C(=O)Nc2cc3c(cc2C#N)OCO3)cc1S(=O)(=O)N1CCN(C)CC1` gave ERAP1 inh -1, S100A4 MyoIIA 3, RAD54 inh 0, esBAF inh -3, XiGFP reactiv 0.5, ERp5 inh 1 and RAD52 inh 0.
`Cc1ccc(Cc2c(-c3ccc(Cl)cc3)nc3c(C)cc(Br)cn23)cc1` gave ERAP1 inh 2, S100A4 MyoIIA -2, RAD54 inh -8, esBAF inh 2, XiGFP reactiv 0.2, ERp5 inh 6 and RAD52 inh -57.

Of the compounds above, these contain an aryl thioether with sulfur outside any ring:
Cn1c(CC(=O)Nc2ccc(F)cc2)nnc1SCC(=O)Nc1nncs1 was read as ERAP1 inh -4, S100A4 MyoIIA -3, RAD54 inh -25, esBAF inh -5, XiGFP reactiv -0.1, ERp5 inh 3 and RAD52 inh -14.
Screening Cc1cc(SCC(=O)NC2CCCC2)nc2ccccc12 returned E-selectin induc -0.3, ERAP1 inh 3, S100A4 MyoIIA -1, RAD54 inh 11, esBAF inh -8, XiGFP reactiv 0.0, ERp5 inh 2 and RAD52 inh -13.
For CCOCCc1c(O)nc(SC)[nH]c1=O the results were ERAP1 inh 1, S100A4 MyoIIA 0, XiGFP reactiv 0.1, ERp5 inh 3 and RAD52 inh -4.

Not a hit list. Share with any hit: about 2.5%.
